# RMI-FANCM inh = inhibitors of human RMI core complex binding to FANCM MM2. FP signal (polarization) at 33 µM. Fluorescence polarization, RMI core complex with F-MM2 peptide; hits give low values. hit rate 0.58% among 70,000. AID 1159607; in the data active means FP signal below about 40; further: inactives centre near 61; strong numbers were not always called active; unit not given here
# * hit, by the source's call; & = joins results of further samples; ! = a repeat was not active.
SMILES,RMI-FANCM inh
O=C(Cn1nnc2ccccc21)NC1Cc2ccccc2C1,56
Cc1ccc(S(=O)(=O)NC(=O)NCCc2cccs2)cc1,45
Cc1ccc(S(=O)(=O)N2CCOC23CCN(S(=O)(=O)c2cccs2)CC3)cc1,54
Cc1nc(SCC(=O)N2CCCCC2)[nH]c(=O)c1C,65
O=S(=O)(NCCSCc1csc2ccc(Cl)cc12)c1ccc(Cl)cc1,70
COc1ccc2nc(Cl)c(C3CC(c4ccc(Cl)cc4)=NN3C(=O)CCC(=O)O)cc2c1 (configuration not stated),57
CC(=O)Nc1ccccc1C(=O)NN,59
Cc1cc2ncn(S(=O)(=O)N3CCCC3)c2cc1C,59
CC(C(=O)c1ccc(F)cc1)n1cnc(-c2ccc(F)cc2)cc1=O (configuration not stated),62
COCCNC(=O)CSc1nnc(-c2ccc(=O)n(C)c2)n1C,64
Cc1ccc(Cc2nnc(NC(=O)COc3ccc(Cl)cc3Cl)o2)cc1,64
O=c1cc(O)c2sccc2[nH]1,54
O=C(CC1CCCCN1S(=O)(=O)c1ccc(F)cc1)Nc1ccc2c(c1)OCCO2 (configuration not stated),65
CC(=O)N(C(C)=O)c1ccc2c3c(cccc13)CC2,52
Cc1onc(-c2ccccc2)c1C(=O)NC1C(=O)N2[C@@H]1SC(C)(C)[C@@H]2C(=O)O (some centres not stated),9*
Nc1ncnc2c1ncn2[C@@H]1O[C@H](CO)[C@@H](O)[C@@H]1O,58&59
CCCN1CCCc2cc(CCNC(=O)c3cccc(F)c3)ccc21,60
Clc1ccc(Cn2ncc3c(NCc4ccc(Cl)cc4Cl)ncnc32)cc1,66
O=C1CC(/C=C/c2ccccc2)(Nc2ccc(S(=O)(=O)N3CCOCC3)cc2)C(=O)N1C1CCCCC1 (configuration not stated),60
O=S1(=O)C=CC(N(c2ccc(F)cc2)S(=O)(=O)c2ccccc2)C1 (configuration not stated),56
CC(C)CCN1C(=O)CCc2cc(NC(=O)Cc3ccc(F)cc3)ccc21,66
Cc1onc(-c2c(Cl)cccc2Cl)c1NC(=O)NN(C)c1ccc([N+](=O)[O-])cn1,55
CNC(=O)c1ccsc1NC(=O)c1cc(C)nn1C,65
Cc1c(C)c(C)c(CSCC(=O)NNC(=S)NCc2ccco2)c(C)c1C,56
CC1(C)CC(=O)c2cc3c(N)c(C(=O)Nc4ccccc4C(F)(F)F)sc3nc2C1,63
O=C(CCc1nc2sc3c(c2c(=O)[nH]1)CCCCC3)N1CCN(Cc2ccc3c(c2)OCO3)CC1,28*
COc1ccc(CNC(=O)N2CCCC(c3nnc(-c4ccc5c(c4)OCO5)o3)C2)cc1 (configuration not stated),63
Cc1ccc(-c2ccc(=O)n(CCCC(=O)Nc3ccccc3F)n2)cc1,73
CS(=O)(=O)c1ccc([C@@H](O)[C@@H](CO)NC(=O)C(Cl)Cl)cc1,54&59
O=c1[nH]nc(-c2ccco2)c2sc(N3CCOCC3)nc12,67
O=C(Nc1ccc2c(c1)OCCO2)c1cccc(NS(=O)(=O)c2cccc(F)c2)c1,70
Cc1ccc(C2CC(c3cccs3)=NN2C(=O)CSc2nnc(CNC(=O)COc3ccccc3)n2-c2ccc([N+](=O)[O-])cc2)cc1 (configuration not stated),56
Cn1c(-c2sc3ccccc3c2Cl)n[nH]c1=S,56
O=C(Nc1nc(-c2cc([N+](=O)[O-])cs2)cs1)c1ccc(Br)o1,77
CC12CCC(C(=O)O)(C(=O)C1=O)C2(C)C (configuration not stated),57
CCc1cc(C(=O)c2ccc(OC)cc2)c(NC(=O)CN2CCN(c3ccccc3)CC2)s1,58
O=C(c1ccc(Cl)cc1)N(Cc1cccnc1)Cc1cccnc1,59
CCOC(=O)Cc1nc(O)cs1,59
Cc1cc(C(=O)N(Cc2ccco2)c2nc3ccccc3s2)on1,68
CSCCn1c(=NC(=O)CCSc2ccc(F)cc2)sc2cc3c(cc21)OCO3,174
COc1ccc(/C=C(\C#N)c2nc(-c3ccc(C)cc3)c(NC(C)=O)s2)c(OC)c1,112
COc1cc(C=NCCCCN=Cc2cc(OC)c(OC)c(OC)c2)cc(OC)c1OC,54
Cc1ccc(-c2csc(NC(=O)/C=C/c3ccc([N+](=O)[O-])s3)n2)o1,59
O=C(CSc1nc2scc(-c3ccco3)c2c(=O)n1-c1ccccc1)c1ccc2c(c1)OCO2,89
C=CCN1C(=O)/C(=C\C=C2/CCCN2C)SC1=S,244
COc1ccc(S(=O)(=O)Oc2ccc([N+](=O)[O-])cc2)cc1OC,52
O=C(CSC1=NS(=O)(=O)c2cc(Cl)ccc2N1)N1CCc2ccccc21,51
C=CCN1C(=O)C(C)(C)COc2ccc(NS(=O)(=O)c3ccc4c(c3)CCCC4)cc21,67
COc1cc(-c2n[nH]c(=S)n2C2CCCCC2)cc(OC)c1OC,56
COc1ccc(-c2ccnc(SCC(=O)N3CCOCC3)n2)cc1,55
O=C(CCc1ccccc1)N(CCN1CCOCC1)c1nc2c(Cl)cccc2s1,52
Nc1nc(-c2ccn(S(=O)(=O)c3ccccc3)c2)cs1,68
N#Cc1c(Cl)cccc1Oc1ccc(S(=O)(=O)Nc2ccc(N3CCCCC3)cc2)cc1,54&53
CC1CCN(C(=S)NC(=O)c2cccs2)CC1,59
CC(=O)N(c1ccc(N(C(C)=O)S(=O)(=O)c2ccc3ccccc3c2)cc1)S(=O)(=O)c1ccc2ccccc2c1,60
CCc1nnc(C2CCN(C(=O)Nc3cccc(OC)c3)CC2)s1,60
O=C(Nc1cccc([N+](=O)[O-])c1)C(=O)Nc1ccc2c(c1)OCO2,-4
O=C(Oc1ccccc1N1CCCCC1)c1ccco1,50
CS(=O)(=O)NNC(=O)CS(=O)(=O)c1ccc(C(F)(F)F)cn1,63
CCOc1ccccc1NC(=O)c1cc(S(=O)(=O)N2CCN(c3cccc(C)c3C)CC2)ccc1F,59
# (next part)
SMILES,RMI-FANCM inh
O=C1NC2(CCN(C(=O)c3ncoc3-c3ccccc3)CC2)Oc2ccccc21,58
COc1ccc2nc(-c3nc4ccccc4s3)sc2c1,32
N#Cc1c(NC(=O)C2=COCCO2)sc2c1CCC2,66
O=C(C1CCCN(c2ccc(-c3ccc(Cl)cc3)nn2)C1)N1CCN(c2ccc(F)cc2)CC1 (configuration not stated),60
CC(C)(C)n1nc2c(c1NC(=O)Nc1ccc(Cl)cc1)CSC2,66
COc1ccc2[nH]c(C(=O)NC3CCN(Cc4ccccc4)CC3)cc2c1,56
O=C(CSc1nc2c(sc3ncccc32)c(=O)n1Cc1ccccc1)NCCc1ccccc1,72
O=C(Nc1ccc2c(c1)CN(C(=O)c1ccco1)CC2)c1cccc2ccccc12,67
O=C1c2cccc(OCc3ccccc3Cl)c2CCN1Cc1ccc(F)cc1,57
CCOC(=O)c1c(C)oc2c1c1c(c3ccccc32)OCN(C2CCCCC2)C1,31*
COc1ccc(-c2nc(SCc3c(F)cccc3Cl)c3c(=O)n(C)c(=O)n(C)c3n2)cc1,53
Cc1ccccc1-c1ccc(N2CCN(C(=O)c3ccc(S(N)(=O)=O)cc3)CC2)nn1,69
CCOC(=O)c1sc2ccccc2c1N,63
CC(C)c1ccc(NC(=O)CSc2n[nH]c(=O)n2Cc2ccco2)cc1,52
COC(=O)C(N=Nc1ccc(-c2ccccc2)cc1)=C(O)CCl,62
O=C(NCCn1ncc2c(=O)n(Cc3cccc(Cl)c3)cnc21)c1cccs1,62
CC(=O)Nc1ccc(NC(=O)CSc2nc(N)c(NC(=O)c3ccccc3F)c(=O)[nH]2)cc1,71
NS(=O)(=O)c1ccc(N2C(=O)C=CC2=O)cc1,62
C=CCNC(=O)C1CCCN(S(C)(=O)=O)C1 (configuration not stated),58
CC(=O)Nc1c(-c2ccccc2)oc2ccccc2c1=O,56
CCn1c(=NC(=O)CN2C(=O)CCC2=O)sc2c(C)ccc(OC)c21,62
CCOC(=O)CSc1nnc(CSc2nc(N)c3c(C)c(C)sc3n2)n1-c1ccccc1,59
O=C(CN1C(=O)c2ccccc2C1=O)Nc1nnc(-c2ccco2)o1,63
CN(C)NC(=O)c1ccc([N+](=O)[O-])s1,56
Cc1ccc(Cc2nnc(NC(=O)c3ccc(Br)s3)o2)cc1,63
COc1ccc(-n2nnc(C(=O)OCc3ccc(Cl)cc3)c2C)cc1,65
Cc1cc(C(=O)Nc2nc(-c3ccccc3)cs2)n(C)n1,55
Cn1ccc(C(=O)N(CCN2CCOCC2)c2nc3ccccc3s2)n1,69
CCn1nc(C)c(CNC(=O)Cn2cnc3c([nH]c4ccc(C)cc43)c2=O)c1C,71
O=C(O)CCCCC1SCC2NC(=O)NC21 (configuration not stated),60
CCn1nc(C)cc1C(=O)N(CCCN(C)C)c1nc2ccc(Cl)cc2s1,83
O=C(CSc1n[nH]c(=O)n1-c1ccc2c(c1)OCCO2)c1ccc(Cl)c(Cl)c1,83
CN1CCCc2cc(CCNC(=O)Cc3cccs3)ccc21,65
COc1ccc(CCNc2cc(C)nc(N)n2)cc1OC,60
COc1ccccc1OCCCC(=O)Nc1ccccc1C(C)C,66
O=C(CSc1cn(CCNC(=O)c2c(F)cccc2F)c2ccccc12)NCC1CCCO1 (configuration not stated),62
COC(=O)c1cn(-c2ccccc2)nc1-c1ccc(Br)cc1,61
CC12CCC3c4ccc(OCCCC#N)cc4CCC3C1CCC2=O (configuration not stated),66
c1ccc(CN2CCC(Nc3ncnc4sc5c(c34)CCCC5)CC2)cc1,65&108
Oc1c(C(c2ccc(Cl)cc2)N2CCCCC2)ccc2cccnc12 (configuration not stated),60
CC1=NN(CCN2CCC(Cc3ccccc3)CC2)c2nc3c(c(=O)n(C)c(=O)n3C)n2C1C (configuration not stated),55
Cc1cc(C)n(C2CCS(=O)(=O)C2)n1 (configuration not stated),62
CC(c1ccccc1)N1C(=O)/C(=C\c2cccnc2)SC1=S (configuration not stated),26*
O=C(NNC(=O)c1cccn(Cc2ccc(Cl)c(Cl)c2)c1=O)c1ccco1,60
Cc1sc2ncnc(Oc3ccc(C(C)(C)c4ccc(Oc5ncnc6sc(C)c(C)c56)cc4)cc3)c2c1C,72
Cc1ccc(OCC2SCCN2C(=O)c2c(Cl)cccc2Cl)c([N+](=O)[O-])c1 (configuration not stated),53
O=C(Cc1ccc(F)cc1)Nc1ccc2c(c1)N(C(=O)c1cccs1)CC2,75
COc1ccc(Cl)cc1S(=O)(=O)Oc1cccc2ccccc12,61
O=C(CC(=O)c1cccnc1)c1cccnc1,47
COc1ccc(NC(=O)c2sc(N3CCOCC3)nc2-c2ccccc2)c(OC)c1,59
CCOC(=O)/C(C#N)=C/Nc1nnc(SCC#N)s1,57
Cc1cc(C)cc(OCCNC(=O)c2cc3ccccc3oc2=O)c1,65
CCCCNC(=O)Cn1cnc(-c2ccc(OCC)cc2)cc1=O,67
NC(CO)C(=O)NNCc1ccc(O)c(O)c1O (configuration not stated),-13*!
CCOC(=O)c1cc(-c2ccc(Br)s2)n[nH]c1=O,52
CC(=O)N1CCc2c(sc(NC(=O)CCSc3ccc(F)cc3)c2C#N)C1,60
Cn1c(C2CCN(S(C)(=O)=O)CC2)nn(Cc2cccc3ccccc23)c1=O,63
C=CCn1c(SCC(=O)NC2CCCCC2)nc2scc(-c3ccc(F)cc3)c2c1=O,111
O=C(CC1CCCCN1S(=O)(=O)c1ccccc1)NCc1cccs1 (configuration not stated),68
COc1cc(C(=O)Nc2cccc(-c3cn4ccsc4n3)c2)c([N+](=O)[O-])cc1OC,65
# (listing goes on)
SMILES,RMI-FANCM inh
CCOc1ccc(-c2cc(=O)n(C(C)C)cn2)cc1,61
Cn1c2c(c(=O)n(C)c1=O)C(c1cccc(F)c1)C1=C(CC(C)(C)CC1=O)N2 (configuration not stated),-8*
COc1ccc(-c2nc(SCC(=O)Nc3cccc(C)c3)c3c(=O)n(C)c(=O)n(C)c3n2)cc1,57
CCN1C(=O)Cc2cc(NS(=O)(=O)c3ccc4c(c3)OCCO4)ccc21,71
CCOC(=O)c1c(NC(=O)CCSc2nnc3ccccn23)sc2c1CCC(C)C2 (configuration not stated),77
Cc1ccnc(SCc2cc(=O)c(OC(=O)COc3ccccc3F)co2)n1,53
CCOc1ccc2nc(SCCN(C)C)[nH]c2c1,63
Cc1cc(Br)ccc1NC(=O)CCn1c(=O)oc2ccccc21,72
COc1ccc(C)cc1S(=O)(=O)NCCOc1ccc2nnc(-c3ccccc3)n2n1,66
CC(C)N1CCC(CNC(=O)C(=O)NCc2ccccc2Cl)CC1,76
O=C(NNC(=S)Nc1cc(Cl)ccc1Cl)C(O)(c1ccccc1)c1ccccc1,60

# Screening results (PubChem BioAssay)

# An excerpt; the hit share may differ from the screen's.
